# RmlCD inh 1536 – M. tuberculosis RmlC/RmlD coupled enzyme inhibitors, primary screen, biochemical, compound mixtures, 384-well, from 1536-well plates | RmlC+RmlD coupled enzyme assay, percent inhibition; primary screen in compound mixtures | inhibition, % at 3.6 µM | 160,000 tested, 0.03% active | dTDP-4-dehydrorhamnose reductase (Mycobacterium tuberculosis (strain ATCC 25618 / H37Rv)) …; in the data active means inhibition mostly above about 34%, no sharp cut-off; further: some results filed as inactive read as strong as hits
# Target sequence (P9WH09 whole entry, looked up): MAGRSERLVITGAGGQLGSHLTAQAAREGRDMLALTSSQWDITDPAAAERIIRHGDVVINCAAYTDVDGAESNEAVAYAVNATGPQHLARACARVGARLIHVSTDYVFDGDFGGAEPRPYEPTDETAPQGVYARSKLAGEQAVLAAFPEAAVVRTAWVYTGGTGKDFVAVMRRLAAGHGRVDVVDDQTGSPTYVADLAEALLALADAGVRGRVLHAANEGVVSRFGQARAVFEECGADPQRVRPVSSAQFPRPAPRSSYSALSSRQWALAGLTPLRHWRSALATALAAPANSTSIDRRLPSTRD
# Target sequence (P9WH11 whole entry, looked up): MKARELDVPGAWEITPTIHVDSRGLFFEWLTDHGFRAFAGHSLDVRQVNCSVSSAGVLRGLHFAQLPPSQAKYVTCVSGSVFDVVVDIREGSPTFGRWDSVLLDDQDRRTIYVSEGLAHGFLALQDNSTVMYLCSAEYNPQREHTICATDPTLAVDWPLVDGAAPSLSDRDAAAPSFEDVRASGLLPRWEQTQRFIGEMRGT
# GlmU inhibition – inhibition of mycobacterial GlmU enzyme – biochemical, glucosamine-1-phosphate acetyltransferase (AID 1376) | M. tuberculosis GlmU acetyltransferase enzyme assay; higher % means a stronger effect | inhibition, %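 (tested at 30 µM in the primary screen)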, or IC50 in µM where a hit was titrated | Bifunctional protein GlmU (Mycobacterium tuberculosis (strain ATCC 25618 / H37Rv)) | 220,000 tested, 0.25% active; in the data active means inhibition above about 13%;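 further: 0% = complete reaction with vehicle and 100% = reaction without substrate; strong numbers were not always called active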
# Numbers without * were called inactive; / = not tested or not shown.
SMILES,RmlCD inh 1536,GlmU inhibition
COC(=O)C1=C(N)Oc2cc(C)n(C)c(=O)c2C1c1ccc(Cl)cc1 (stereo unspecified),/,-3.8%
Cc1cc(C)n2nc(SC(C)C(=O)N3CCC4(CC3)OCCO4)nc2n1 (stereo unspecified),9,0.5%
NS(=O)(=O)c1ccc(NC(=O)c2ccccc2Cl)cc1,/,4.5%
CCCN1CCC(NC(=S)Nc2ccc([N+](=O)[O-])cc2)CC1,/,-0.7%
Cc1ccc(C2=NN(C(=O)c3ccco3)C(O)(C(F)(F)F)C2)cc1 (stereo unspecified),15,2.5%
O=C(NCc1ccc(OC(F)(F)F)cc1)C1CC(c2ccc(C(F)(F)F)cc2)=NO1 (stereo unspecified),/,3.8%
COCCC(=O)N1CCCC(C(=O)c2ccc(Oc3ccccc3)cc2)C1 (stereo unspecified),6,5.9%
COc1ccc(-c2nnc3c4ccccc4c(C)nn23)cc1S(=O)(=O)N1CCN(CCO)CC1,-13,0.3%
COc1cccc(NC(=O)CSc2nc3ccccc3n2C)c1,-7,-0.6%
COC(=O)c1ccccc1NC(=O)c1cc(-c2cccs2)on1,/,5.8%
CCN(C(=O)c1cc2c(C)nc3ccccc3c2o1)c1cc(Cl)ccc1OC,-8,4.4%
O=C(CN1CCN(c2ccccc2)CC1)Nc1ccc2c(c1)CCC2,1,-8.1%
O=C(/C=C/c1ccc([N+](=O)[O-])cc1)NCC1CCCO1 (stereo unspecified),/,-3.0%
CC(C)(CNS(=O)(=O)c1ccc(F)cc1)CNS(=O)(=O)c1ccc(F)cc1,/,1.4%
Cc1cc(C(C)(C)C)cc(S(=O)(=O)Nc2ccc(C(=O)O)cc2)c1C,-5,5.0%
Cc1nc(-c2ccc(S(=O)(=O)N3CCN(Cc4ccccc4)CC3)s2)cs1,-11,-4.2%
CC(C)n1c(=O)c2c(O)cc(=O)oc2c2ccccc21,2,3.0%
Cc1ccc(NC(=S)N(CCN2CCOCC2)Cc2cc3cc4c(cc3[nH]c2=O)OCCO4)cc1,-7,8.1%
COC(=O)CSc1nc(C)c(C(=O)Nc2ccccc2C)c(-c2ccc(Cl)cc2)c1C#N,-2,-5.8%
N#Cc1nc(COc2ccc(Cl)cc2)oc1N1CCN(Cc2ccccc2)CC1,6,4.3%
CN1CCN(S(=O)(=O)c2cccc([N+](=O)[O-])c2)CC1,/,-0.4%
COc1ccccc1-c1n[nH]c2c1[C@H](C)CC[C@H]2C(C)C,/,-2.2%
CCOC(=O)C1=NOC(Cn2cc(C#N)c(=O)n(C)c2=O)C1 (stereo unspecified),-3,0.4%
CCOC(=O)C1(CC2CC2)CCN(C(=O)c2cc(C3CC3)nc3ccccc23)CC1,-8,-1.4%
Cc1cccc(C)c1NC(=O)CSc1nnc(Cc2ccccc2)o1,/,3.8%

# Next section.
SMILES,RmlCD inh 1536,GlmU inhibition
Cc1ccccc1/C=C/c1nc2ccccc2c(=O)n1CCc1ccccc1,-10,0.5%
CCc1cccc(NC(=O)c2ccc(NS(=O)(=O)c3c(C)noc3C)cc2)c1,11,7.5%
CC(=O)Nc1ccc(OCC(=O)N(CC(C)C)C2CCS(=O)(=O)C2)cc1 (stereo unspecified),-11,-4.5%
C=CCNC(=O)CCCCCNS(=O)(=O)c1ccc(OC)cc1,/,-1.3%
O=C(Cn1cnc2ccccc2c1=O)NCC(=O)N1CCC2(CC1)OCCO2,4,0.0%
S=C(NCc1ccncc1)Nc1cccc(Cl)c1,2,4.8%
C/C(=N\Nc1nc(C)c(C)s1)c1ccc([N+](=O)[O-])cc1,-7,4.8%
COCCCn1c2nc3ccccc3nc2c2c(=O)n(Cc3cccs3)cnc21,7,/
Cc1cc(C)c2c(=O)cc(C(F)(F)F)oc2n1,/,2.0%
CCC1(C)Cc2c(C#N)c(N)n(N)c(=S)c2CO1 (stereo unspecified),9,2.9%
CCOC(=O)c1cc(NC(=O)N2CCCc3ccccc32)c(C)nc1C,5,7.4%
O=[N+]([O-])c1cc(S(=O)(=O)N2CCCCC2)ccc1NCCN1CCOCC1,-11,3.2%
Cc1cccc(C(=O)Nc2cccc(C(=O)N/N=C/c3ccncc3)c2)c1,-9,-1.4%
Cc1ccc(NC(=S)NCc2cccnc2)cc1,/,1.7%
CC(C)Oc1c(Cl)cc(CNC(C)(C)CO)cc1Cl,-3,1.9%
O=C(NC1CCCCCC1)C1CCN(C(=O)Cc2ccccc2)CC1,/,1.5%
Cc1nn(C)c(C)c1S(=O)(=O)N1CCCC(C(=O)NCC2COc3ccccc3O2)C1 (stereo unspecified),-9,-0.5%
Cc1ccccc1NC(=O)c1cc2c(C)nc3ccccc3c2o1,21,-2.2%
Cn1ccc(NC(=O)Nc2cccc([N+](=O)[O-])c2)n1,-3,-0.6%
Cc1ccc(S(=O)(=O)Nc2ccc3nc(C)sc3c2)cc1,-7,2.5%
COc1cccc(CC2(CO)CCN(S(=O)(=O)N(C)C)CC2)c1,-9,2.6%
O=C(OCC(=O)N1c2ccccc2Sc2ccccc21)C1CC(=O)N(Cc2ccco2)C1 (stereo unspecified),/,1.5%
C=CCNC(=S)N/N=C/c1ccc(-c2ccc(OC)cc2)o1,-5,-2.0%
COc1ccc(-c2csc3nc(C)nc(N4CCN(c5ccc(C(C)=O)cc5)CC4)c23)cc1OC,20,3.1%
N#CC1=C(Nc2ccc(Br)cc2)CCC1,-6,3.7%

# Quoted at random: 5 records from the list, in no set order.
SMILES,RmlCD inh 1536,GlmU inhibition
COc1ccc(-c2csc3nc(C)nc(N4CCN(c5ccc(C(C)=O)cc5)CC4)c23)cc1OC,20,3.1%
COCCC(=O)N1CCCC(C(=O)c2ccc(Oc3ccccc3)cc2)C1 (stereo unspecified),6,5.9%
Cn1ccc(NC(=O)Nc2cccc([N+](=O)[O-])c2)n1,-3,-0.6%
O=C(/C=C/c1ccc([N+](=O)[O-])cc1)NCC1CCCO1 (stereo unspecified),/,-3.0%
O=C(OCC(=O)N1c2ccccc2Sc2ccccc21)C1CC(=O)N(Cc2ccco2)C1 (stereo unspecified),/,1.5%

# Among those listed so far, these have a Cl atom:
SMILES,RmlCD inh 1536,GlmU inhibition
COC(=O)C1=C(N)Oc2cc(C)n(C)c(=O)c2C1c1ccc(Cl)cc1 (stereo unspecified),/,-3.8%
NS(=O)(=O)c1ccc(NC(=O)c2ccccc2Cl)cc1,/,4.5%
CCN(C(=O)c1cc2c(C)nc3ccccc3c2o1)c1cc(Cl)ccc1OC,-8,4.4%
COC(=O)CSc1nc(C)c(C(=O)Nc2ccccc2C)c(-c2ccc(Cl)cc2)c1C#N,-2,-5.8%
N#Cc1nc(COc2ccc(Cl)cc2)oc1N1CCN(Cc2ccccc2)CC1,6,4.3%
S=C(NCc1ccncc1)Nc1cccc(Cl)c1,2,4.8%
CC(C)Oc1c(Cl)cc(CNC(C)(C)CO)cc1Cl,-3,1.9%

# The listing picks up, repeating the 2 entries before the break.
SMILES,RmlCD inh 1536,GlmU inhibition
COc1ccc(-c2csc3nc(C)nc(N4CCN(c5ccc(C(C)=O)cc5)CC4)c23)cc1OC,20,3.1%
N#CC1=C(Nc2ccc(Br)cc2)CCC1,-6,3.7%
Cc1cccnc1NCC(O)COc1ccccc1 (stereo unspecified),/,0.8%
CC(C)Sc1nnc(NC(=O)c2ccco2)s1,-14,4.3%
CCn1cc(CN(C)S(=O)(=O)c2cccc([N+](=O)[O-])c2)cn1,/,2.0%
CCOC(=O)C1C(=O)NC(N2CCCCC2)=NC1c1ccco1 (stereo unspecified),/,1.6%
COc1cc(OC)cc(C(=O)Nn2c(C)nc3ccccc3c2=O)c1,10,/
Cc1nnc(SCc2ccc(F)cc2Cl)s1,-7,-6.1%
Cc1cc(NC(=O)c2ccccc2[N+](=O)[O-])ccc1Br,-3,-3.2%
CCOC(=O)c1sc(NC(=S)NC(=O)C2CCCC2)cc1C,5,1.2%
N#CCSc1nnc2sc3ccccc3n12,-4,-1.8%
O=C(Oc1cccc(Nc2ncnc3ccccc23)c1)c1cccnc1,4,7.1%
O=C(COC(=O)CC(c1ccccc1)c1ccccc1)Nc1ccc(F)c(F)c1,4,-1.3%
CCCc1c(C)[nH]c2ccccc2c1=O,9,2.4%
COc1ccccc1N(CC(=O)N/N=C/c1ccc(OCC(=O)NCc2ccco2)cc1)S(=O)(=O)c1ccc(C)cc1,-10,-8.8%
O=C(COC(=O)c1ccc(O)cc1O)NCCN1C(=O)CSC1=O,/,2.9%
COc1ccc(NC(=O)CCNS(=O)(=O)c2ccc3c(c2)c(=O)n(C)c(=O)n3C)cc1,13,-1.8%
CC1CC(C)CN(CCCNC(=O)C2CCN(c3ncnc4c3sc3cccc(F)c34)CC2)C1 (stereo unspecified),23,-9.3%
COc1ccc(-c2[nH]ncc2CN2CCC(O)(c3ccc(Cl)cc3)CC2)cc1,/,1.0%
N#Cc1nc(-c2cccc(Cl)c2)oc1NCc1cccnc1,/,3.9%
CCOC(=O)c1c(C)[nH]c(C)c1C(=O)COC(=O)c1cc2ccccc2cc1OC,7,0.7%
O=C(C1=NN[C@@H]2C(=O)N(Cc3ccccc3)C(=O)[C@H]12)c1ccc(F)cc1,2,1.4%
COc1ccc(C(=O)NC(=S)Nc2ccc(Cc3ccncc3)cc2)cc1,/,-2.0%
CC(C(=O)N1CCCCC1)N1C(=O)c2ccccc2C1=O (stereo unspecified),/,3.4%

# Taken from above:
# In GlmU inhibition, COc1ccc(C(=O)NC(=S)Nc2ccc(Cc3ccncc3)cc2)cc1 is entered as -2.0%
# In GlmU inhibition, N#Cc1nc(-c2cccc(Cl)c2)oc1NCc1cccnc1 is entered as 3.9%
# In GlmU inhibition, O=C(COC(=O)c1ccc(O)cc1O)NCCN1C(=O)CSC1=O is entered as 2.9%
# In GlmU inhibition, CC(C(=O)N1CCCCC1)N1C(=O)c2ccccc2C1=O (stereo unspecified) is entered as 3.4%

# Not all compounds are listed; the hit share may differ from the screen's.
